TMEM16A act – activators or potentiators of mouse TMEM16A chloride channel. HEK293 TMEM16A/YFP-H148Q/I152L, iodide quench fluorescence; hits give low values. B-score at 10 µM. 0.3% of 340,000 active;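 active means fluorescence-ratio B-score plate-corrected deviation score at least 3 library SD below zero, with starting fluorescence score within 5 deviations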;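 further: channel opened by trigger with iodide after compound preincubation; score built on the fluorescence ratio of max minus min over baseline; more negative score means more quench and so TMEM16A activation or potentiation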
Target sequence (Q8BHY3 whole entry, looked up): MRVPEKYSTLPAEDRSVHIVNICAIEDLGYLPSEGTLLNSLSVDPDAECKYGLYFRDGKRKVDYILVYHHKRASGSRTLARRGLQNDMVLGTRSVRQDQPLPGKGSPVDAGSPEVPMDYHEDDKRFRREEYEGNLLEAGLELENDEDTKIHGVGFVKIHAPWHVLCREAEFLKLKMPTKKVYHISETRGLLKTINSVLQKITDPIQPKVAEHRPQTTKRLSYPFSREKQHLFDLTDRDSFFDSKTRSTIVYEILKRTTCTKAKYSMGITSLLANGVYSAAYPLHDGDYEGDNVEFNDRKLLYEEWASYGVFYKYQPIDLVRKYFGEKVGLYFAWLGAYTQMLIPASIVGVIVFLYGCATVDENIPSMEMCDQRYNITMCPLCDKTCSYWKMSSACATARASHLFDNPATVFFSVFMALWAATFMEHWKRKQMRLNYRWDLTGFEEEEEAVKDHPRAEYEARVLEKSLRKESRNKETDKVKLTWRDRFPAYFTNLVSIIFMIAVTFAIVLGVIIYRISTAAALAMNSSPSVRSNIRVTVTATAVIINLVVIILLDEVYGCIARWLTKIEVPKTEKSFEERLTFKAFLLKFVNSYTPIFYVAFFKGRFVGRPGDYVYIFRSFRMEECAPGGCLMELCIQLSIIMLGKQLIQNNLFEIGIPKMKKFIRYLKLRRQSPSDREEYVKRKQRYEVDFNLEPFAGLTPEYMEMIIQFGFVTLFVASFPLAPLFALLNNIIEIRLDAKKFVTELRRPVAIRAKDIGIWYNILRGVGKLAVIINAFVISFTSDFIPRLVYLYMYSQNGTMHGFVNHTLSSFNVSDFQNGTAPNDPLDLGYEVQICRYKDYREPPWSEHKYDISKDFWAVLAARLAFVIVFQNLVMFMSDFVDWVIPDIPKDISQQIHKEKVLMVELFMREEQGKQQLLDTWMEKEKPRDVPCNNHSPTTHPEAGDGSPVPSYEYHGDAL
TRPC6 act – activates the mouse TRPC6 cation channel; Q61143; B-score at 10 µM; 0.13% of 310,000 active; HEK293-TRPC6 membrane potential dye fluorescence; hits give high values;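 active means B-score of the integrated fluorescence ratio above library mean plus 3 SD, and starting fluorescence ratio within library mean plus 5 SD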;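 further: higher score means more depolarization so channel activation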
TRPC6 inh – mouse TRPC6 channel inhibition; Q61143; HEK293-TRPC6, membrane potential dye, ACh-evoked depolarization; hits give low values; B-score at 10 µM; 1.1% of 310,000 active;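 active means B-score under library mean minus 3 SD, initial fluorescence not abnormally high, positive integrated signal ratio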;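 further: B-score derived from integrated fluorescence ratio over the kinetic read; more negative B-score means stronger inhibition of depolarization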
MrgX1 antag – human MrgX1 receptor antagonism, primary screen | Q96LB2 | MRGX1-HEK293 calcium flux, Fluo-4, BAM8-22 antagonism; hits give low values | B-score at 10 µM | 1.3% of 310,000 active | AID 588676;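 active means calcium-response B-score plate-corrected more than 3 library SD below zero, starting fluorescence within 5 deviations, no agonist response on first addition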;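 further: peak minus trough fluorescence over baseline after final BAM8-22 challenge near maximal dose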
RGS4 block – inhibitors of human RGS4; P49798; HEK293 M3R/RGS4 inducible, Fluo-4 calcium flux; hits give high values; triggered by carbachol at its EC20; B-score at 10 µM; 0.45% of 310,000 active; AID 463165;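 active means B-score, a plate-corrected calcium signal, over three deviations above library mean, with baseline fluorescence within five deviations of library mean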;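 further: RGS4 expression induced by doxycycline in cells with stable M3 receptor; B-score is computed from the integrated fluorescence ratio over baseline after carbachol; higher B-score means a larger calcium signal and so more RGS4 inhibition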
MrgX1 agonist – agonists of human MrgX1 receptor; Q96LB2; MrgX1-HEK293 cells, Fluo-4 calcium fluorescence, agonist mode; hits give high values; B-score at 10 µM; 0.44% of 310,000 active;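 active means calcium response B-score plate-corrected fluorescence ratio at least 3 library SD, with starting fluorescence B-score inside 5 SD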
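Assay system: MrgX1-expressing HEK293 cells / Amount: fifteen thousand cells per well / Doses: test compound in the initial addition of three / Timing: cells plated overnight, dye loaded 0.5 h 37 °C, 0.5 h room temperature / Technique: kinetic calcium dye fluorescence, Fluo-4 NW / Control set: positive and negative controls per plate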
TRPC4 potent – allosterically enhances the mouse TRPC4 cation channel; AID 2227; 0.42% of 310,000 active; Q9QUQ5; B-score at 10 µM; HEK293 TRPC4beta/mu-opioid, DAMGO EC20, Fluo-4 Ca2+ flux; hits give high values;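 active means B-score of calcium response area above 5 SD of library B-scores, with initial fluorescence ratio within 5 SD of library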;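 further: B-score of integrated fluorescence ratio over time as area under calcium response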
TMEM16A inh – inhibitors of mouse TMEM16A calcium-activated chloride channel; HEK293 TMEM16A/YFP iodide influx fluorescence, ionomycin; normalized B-score (activity score, 25-100; higher = stronger inhibition) at 10 µM; 1.2% of 310,000 active;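 active means ratio plate-corrected score three or more library SD toward inhibition, starting fluorescence score within five deviations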;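 further: score derived from kinetic fluorescence span divided by baseline fluorescence per well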
MrgX1 allo act – human MrgX1 positive allosteric modulation, primary screen | B-score at 10 µM | MrgX1-HEK293, Fluo-4 calcium flux, FDSS; hits give high values | AID 588675 | 0.63% of 310,000 active;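 active means plate-corrected calcium response at least 3 library SD above typical, normal starting fluorescence, not activating the receptor alone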;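 further: compound read alongside a low EC10 to EC30 dose of BAM8-22 agonist; peak minus trough fluorescence over baseline measured at the second addition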
TRPC4 block – inhibitors of mouse TRPC4 channel | Q9QUQ5 | HEK293 TRPC4beta/mu-opioid, DAMGO-evoked Fluo4 calcium flux; hits give low values | B-score at 10 µM | 0.39% of 300,000 active;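 active means B-score over 3 SD under the library average, no early fluorescence shift, positive overall ratio signal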
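Material: HEK293 cells with stable TRPC4beta plus mu-opioid receptor expression / Probe or stimulus: DAMGO in two steps, submaximal then maximal / Compound: single concentration per test compound / Technique: kinetic Fluo4 fluorescence imaging of calcium influx / Read-out: per-well B score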
TRPC4 act – activators of mouse TRPC4 channel | HEK293 TRPC4beta/mu-opioid, Fluo4 calcium fluorescence; hits give high values | B-score at 10 µM | 0.49% of 310,000 active | AID 2237;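 active means B-score above 5 SD of library B-scores, and initial fluorescence ratio not above library mean plus 5 SD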;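 further: positive B-score marks a calcium rise read as TRPC4 activation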
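Incubation: 45 min room-temperature Fluo4 loading, 110 s read / System: HEK293 cells stably co-expressing mouse TRPC4beta and mu-opioid receptor / Signal: Fluo4 fluorescence, kinetic / Control set: buffer (low) and maximal DAMGO (high) / Measure: integrated baseline-normalised fluorescence ratio, converted to per-well B score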
* = called active by the depositor; i = inactive; / = no result given.

Order of results – TMEM16A act | TRPC6 act | TRPC6 inh | MrgX1 antag | RGS4 block | MrgX1 agonist | TRPC4 potent | TMEM16A inh | MrgX1 allo act | TRPC4 block | TRPC4 act
> CCN(CC)C(=O)C(Sc1ccccc1)c1ccccc1 (configuration not stated)
 : i | i | i | i | i | i | i | i | i | i | i
> COc1ccccc1NC(=O)CN1C(=O)NC(C)(C)C1=O
 : i | i | i | i | i | i | i | i | i | i | i
> C=CCC1(O)CC(c2ccco2)NC(c2ccco2)C1CCC (configuration not stated)
 : i | i | i | i | i | i | i | i | i | i | i
> COC(=O)c1cc2n(n1)CCN(Cc1ccc(C)cc1)C2=O
 : i | i | i | i | i | i | i | i | i | i | i
> CN1CCN(C(=O)CN(C)S(=O)(=O)c2cc(Cl)ccc2Cl)CC1
 : i | i | i | i | i | i | i | i | i | i | i
> CCCCc1c(C)nc2ccc(C)cc2c1SCCC(=O)O
 : i | i | i | i | i | i | i | i | i | i | i
> N#CC1=C(N)OC2=C(C(=O)CCC2)[C@]12C(=O)N(CC(N)=O)c1ccccc12
 : i | i | i | i | i | i | i | i | i | i | i
> Cc1cccc(C(=O)NCc2ccc(S(N)(=O)=O)cc2)c1[N+](=O)[O-]
 : i | i | i | i | i | i | i | i | i | i | i
> Cc1cc(C)c(NC(=O)CSc2nc3c(c(=O)n2C)SC(C)C3)c(C)c1 (configuration not stated)
 : i | i | i | i | i | i | i | i | i | i | i
> Nc1ccccc1C#Cc1ccc2[nH]ccc2c1
 : i | i | i | i | i | i | i | i | i | i | i
> O=S(=O)(Nc1nccs1)c1ccc(Nc2nnc(-c3ccccc3)c3ccccc23)cc1
 : i | i | i | i | i | i | i | i | i | i | i
> Cc1cc(C)n2c(SCCN3C(=O)c4ccccc4C3=O)nnc2n1
 : i | i | i | i | i | i | i | i | i | i | i
> OCCC1CN(C/C=C/c2ccco2)CCN1Cc1ccccc1 (configuration not stated)
 : i | i | i | -5.16* | i | i | i | i | i | i | i
> C/C(=C/c1ccccc1)C(=O)N1CCN(c2ccc(F)cc2)CC1
 : i | i | i | i | i | i | i | i | i | i | i
> Cc1cccc(NC(=O)CSc2nc(N)c(NC(=O)c3ccccc3F)c(=O)[nH]2)c1
 : i | i | i | i | i | i | i | i | i | i | i
> O=C(CC(NC(=O)c1ccccc1Cl)c1ccccc1)NC1=NCCS1 (configuration not stated)
 : i | i | i | -6.63* | i | i | i | i | i | i | i
> Cc1ccc(C(=O)NNC(=O)CSc2nnc(-c3ccccc3)n2Cc2ccccc2)cc1
 : i | i | i | i | i | i | i | i | i | i | i
> O=C(NCc1nnc(SCC(=O)N2CCCCCC2)o1)c1ccc(F)cc1
 : i | i | i | i | i | i | i | i | i | i | i
> Cc1nnc(C)c2c(C)n(-c3cccc4cccnc34)c(C)c12
 : / | i | i | i | i | i | i | i | i | i | i
> O=C(NC12CC3CC(CC(C3)C1)C2)c1ccc(-c2ccc(Br)cc2)o1
 : i | i | i | i | i | i | i | i | i | i | i
> Cn1c(=NC(=O)CS(=O)(=O)c2ccc(F)cc2)sc2ccccc21
 : i | i | i | i | i | i | i | i | i | i | i
> Brc1ccc2c(c1)CNc1c(ncnc1N1CCOCC1)O2
 : i | i | i | i | i | i | i | i | 10.5* | i | i
> COc1cc([N+](=O)[O-])cc(/C=N/NC(=O)Cn2nccc2C)c1O
 : i | i | i | i | i | i | i | i | i | i | i
> COC/C=C/C1=CC2=CC(=O)C(C)(OC(=O)c3cnc4ccccc4n3)C(=O)C2=CN1CC(C)C (configuration not stated)
 : i | i | i | i | i | i | i | i | i | i | i
> CCC(Oc1ccccc1)C(=O)Nc1ccccn1 (configuration not stated)
 : / | i | i | i | i | i | i | i | i | i | i
> CCC(C)(C)NC(=O)C(c1ccc(OC)cc1)N(Cc1ccccc1)C(=O)CCC(=O)Nc1cc(C)on1 (configuration not stated)
 : i | i | i | i | i | i | i | i | i | i | i
> COc1ccc(CC(=O)NNC(=O)CCC(=O)Nc2cc(C)ccc2C)cc1
 : i | i | i | i | i | i | i | i | i | i | i
> O=C(c1ccc2c(c1)OCO2)C1CCCN(Cc2ccccc2OC(F)F)C1 (configuration not stated)
 : i | i | i | i | i | i | i | i | i | -7* | i
> COc1ccc(OC)c(NC(=O)CSc2nc(N3CCOCC3)nc(N3CCOCC3)n2)c1
 : i | i | i | i | i | i | i | i | i | i | i
> COc1ccc(NC(=O)CCCN2C(=O)C(c3ccccc3)Oc3cccnc32)c(OC)c1 (configuration not stated)
 : i | i | i | i | i | i | i | i | i | i | i
> COc1ccc(CN2C[C@H](Cc3ccccc3)[C@@H](CC(=O)Nc3ccccc3)C2=O)cc1
 : i | i | i | i | i | i | i | i | i | i | i
> COC(=O)[C@H](C)NC(=O)COc1ccccc1
 : i | i | i | i | i | i | i | i | i | i | i
> O=C(NNc1ccccc1)C(=O)NNS(=O)(=O)c1ccc(CCCl)cc1
 : i | i | i | i | i | i | i | i | i | i | i
> O=Cc1c(N2CCCCCC2)nc2ccccn2c1=O
 : i | i | i | i | i | i | i | i | i | i | i
> CC(=O)OCc1c(C(F)(F)F)nn(C)c1SCc1ccc(Cl)cc1
 : i | i | i | i | i | i | i | i | i | i | i
> Cc1cc(-c2ccccc2)n2ncc(-c3ccccc3)c2n1
 : i | i | i | i | i | i | i | i | i | i | i
> CCN(CC)Cc1c(C(=O)N/N=C/c2cccc3ccccc23)nnn1-c1nonc1N
 : i | i | i | i | i | i | i | i | i | i | i
> CC(C)(C)c1ccc(OCC(=O)OCCNC(=O)c2cccnc2)cc1
 : i | i | i | i | i | i | i | i | i | i | i
> COc1ccc(NC(=O)CCc2nnc3ccc(NCc4ccco4)nn23)cc1
 : i | i | i | i | i | i | i | i | i | i | i
> CC1CCCC(=C\c2ccccc2)/C1=N/O (configuration not stated)
 : i | i | i | i | i | i | i | i | i | i | i
> C/C(=N\Nc1cccc2cccnc12)c1ccc(C)cc1
 : i | i | i | i | i | i | i | i | i | i | i
> CC(NC(=O)Nc1ccccc1)c1ccccc1 (configuration not stated)
 : i | i | i | i | i | i | i | i | i | i | i
> COc1cc(CC(=O)Nc2ccc(S(=O)(=O)NC3=NCCCCC3)cc2)cc(OC)c1OC
 : i | i | i | i | i | i | i | i | i | i | i
> COc1cc(C(=S)N2CCCC2)ccc1OS(=O)(=O)c1ccc(NC(C)=O)cc1
 : i | i | i | i | i | i | i | i | i | i | i
> COc1ccc(NC(=O)N2CCN(c3nc4ccccc4n3C(C)C)CC2)cc1
 : i | i | i | i | i | i | i | i | i | i | i
> O=C(c1cccs1)N1CCN(C(=O)C2CCCO2)CC1 (configuration not stated)
 : i | i | i | i | i | i | i | 100* | i | i | i
> Clc1ccc(-c2csc(N3CCSCC3)n2)cc1
 : i | i | i | i | i | i | i | i | i | i | i
> COC(=O)c1ccc(/C=C/C(=O)c2ccc(OC)cc2)cc1
 : i | i | i | i | i | i | i | i | i | i | i
> Cn1c(=O)n(C)c2cc(S(=O)(=O)N3CCOCC3)ccc21
 : i | i | i | i | i | i | i | i | i | i | i
> O=C(Nc1ccc2ccccc2c1)N1CCCN(CCOc2ccccc2)CC1
 : i | i | i | i | i | i | i | i | i | i | i
> N#Cc1c(-c2ccc(Cl)cc2)ccn2nc(CCC(=O)O)nc12
 : i | i | i | i | i | i | i | i | i | i | i
> O=C(COc1ccccc1)Nc1ccccc1N1CCCCC1
 : i | i | i | i | i | i | i | i | i | i | i
> Cc1cc(C)c(C(=O)COC(=O)c2ccc([N+](=O)[O-])o2)cc1C
 : i | i | i | i | i | i | i | i | i | i | i
> CCS(=O)(=O)N1CCC(C(=O)Oc2ccc(Cl)cc2)CC1
 : i | i | i | i | i | i | i | i | i | i | i
> CC(=O)c1ccccc1C(=O)N1CCC(n2nccc2NC(=O)C2CC2)CC1
 : i | i | i | i | i | i | i | i | i | i | i
> Cc1ccc(CCN2CC(C(=O)NCCCN(C)Cc3ccccc3)CC2=O)cc1 (configuration not stated)
 : i | i | i | i | i | i | i | i | i | i | i
> Cc1cc(C)n2cc(CSc3nnnn3-c3ccc(Cl)cc3)nc2n1
 : i | / | / | i | / | i | / | i | i | / | /
> C#CCSc1nnc(-c2sc(-c3ccccc3)nc2C)n1C
 : i | i | i | i | i | i | i | i | i | i | i
> O=C(CCCc1nc2ccccc2s1)NNC(=O)CCN1CCN(Cc2ccccc2)CC1
 : -22.5* | i | i | i | i | i | i | i | i | i | i
> CCc1ccc(S(=O)(=O)N2CCN(c3ncccn3)CC2)cc1
 : i | i | i | i | i | i | i | i | i | i | i

Some of the entries above, reformatted:
mol,TMEM16A act,TRPC6 act,TRPC6 inh,MrgX1 antag,RGS4 block,MrgX1 agonist,TRPC4 potent,TMEM16A inh,MrgX1 allo act,TRPC4 block,TRPC4 act
Cn1c(=O)n(C)c2cc(S(=O)(=O)N3CCOCC3)ccc21,i,i,i,i,i,i,i,i,i,i,i
O=C(Nc1ccc2ccccc2c1)N1CCCN(CCOc2ccccc2)CC1,i,i,i,i,i,i,i,i,i,i,i

(continued)
Order of results – TMEM16A act | TRPC6 act | TRPC6 inh | MrgX1 antag | RGS4 block | MrgX1 agonist | TRPC4 potent | TMEM16A inh | MrgX1 allo act | TRPC4 block | TRPC4 act
> N=c1c(C(=O)NC2CCCC2)cc2c(=O)n3ccccc3nc2n1CCCN1CCOCC1
 : i | i | i | i | i | i | i | i | i | i | i
> O=S1(=O)C=C(Sc2nnc(-c3ccccc3)o2)c2ccccc21
 : i | i | i | i | i | i | i | i | i | i | i
> CN(Cc1ccccc1)C(=O)Cn1cccc1C(=O)c1ccccc1
 : i | i | i | i | i | i | i | i | i | i | i
> Cc1cc(C(=O)CSc2nnc(-c3cccc(F)c3)n2N)c(C)n1Cc1ccc2c(c1)OCO2
 : i | i | i | i | i | i | i | 100* | i | i | i
> CCC(C)NC(=O)C1CCCN(C(=O)Nc2ccc(F)cc2)C1 (configuration not stated)
 : i | i | i | i | i | i | i | i | i | i | i
> CN(C)/C(=N\S(=O)(=O)c1ccccc1)c1ccc(Cl)cc1
 : i | i | i | i | i | i | i | i | i | i | i
> COC(=O)c1sccc1NC(=S)N1CCN(c2ccc(F)cc2)CC1
 : i | i | i | i | i | i | i | i | i | i | i
> Cc1ccc(C(=O)CNc2ccccc2C)cc1
 : i | i | i | i | i | i | i | i | i | i | i

Source: PubChem BioAssay
